# High-throughput results: PubChem BioAssay, Sanford-Burnham Center for Chemical Genomics
# MPTP inh: blocks calcium-induced mitochondrial swelling | isolated mouse mitochondria, Ca2+ swelling absorbance, 30 min | inhibition, % at 10 µM | 360,000 tested, 1.4% active;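 active means inhibition of 50% or more, scaled per plate between neutral and stimulator controls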;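 further: 0% = DMSO wells given calcium and 100% = 1 mM EGTA wells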
# Active calls of the source: *.
SMILES,MPTP inh
CC(=O)NCCCCCC(=O)O,-1.4
O=C(Cn1ccnc1[N+](=O)[O-])NCCO,1.5
COc1cncc(C#Cc2ccccn2)c1,0.6

# Reprinted from the entries so far, 2 compounds:
SMILES,MPTP inh
O=C(Cn1ccnc1[N+](=O)[O-])NCCO,1.5
COc1cncc(C#Cc2ccccn2)c1,0.6

# These rows are one share of the data (hit frequency here may not be typical).
